# LGR2 antag = Drosophila LGR2 receptor signaling inhibition; HEK293 LGR2, CRE-luciferase, bursicon-stimulated, 4 h; actives 0.35% (n = 380,000); AID 720647; inhibition, % at 9.99 µM;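 active = drop in luminescence signal, shown as inhibition above about 50% in the replicate tests, limit read from the data, passing the limit was not always enough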;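 note: agonist challenge used bursicon conditioned medium at about half maximal strength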
# EWS-Fli block = blocks EWS/Fli oncoprotein-driven transcription; A673 NR0B1-luciferase reporter, viability-normalised; inhibition, % at 12.6 µM; actives 0.67% (n = 350,000); AID 651661;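 active = mean inhibition of at least 50% after viability correction, with every replicate also passing that limit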;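 note: firefly luciferase signal divided by Alamar Blue viability fluorescence both relative to DMSO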
# PAX8 inh HTS = PAX8 transcriptional activity inhibition. RMG-I TPO-luciferase reporter, SteadyGlo, 24 h. inhibition, % at 12.6 µM. actives 1.2% (n = 360,000). AID 652154;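 active = mean replicate inhibition at least 60% with every replicate also reaching 60%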;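 note: luciferase light reporting Pax8 driven TPO promoter activity; plate controls were median of neutral control wells for no effect and mitoxantrone controls for full effect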
# Casp6 inh = caspase-6 (human) enzyme inhibition. purified caspase-6, Z-VEID-R110 cleavage fluorescence. inhibition, % at 12.5 µM. actives 0.53% (n = 350,000). AID 686996;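 active = mean inhibition across replicates at least about 35%, with every replicate also reaching that limit, limit read from the data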;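 note: 0% = median of neutral control wells and 100% = no fluorescence left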
# Target sequence (P55212 24-179 limits assumed): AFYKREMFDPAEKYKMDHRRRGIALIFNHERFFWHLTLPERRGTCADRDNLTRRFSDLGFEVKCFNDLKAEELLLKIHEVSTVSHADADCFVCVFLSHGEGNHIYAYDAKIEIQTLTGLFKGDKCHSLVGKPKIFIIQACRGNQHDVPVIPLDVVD
# Target sequence (P55212 194-293 limits assumed): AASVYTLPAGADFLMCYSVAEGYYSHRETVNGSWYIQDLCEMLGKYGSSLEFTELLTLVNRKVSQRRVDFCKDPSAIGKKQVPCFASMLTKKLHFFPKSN
# DENV2 CPE rescue = protects cells from dengue virus 2 cytopathic effect; DENV2-infected cells, cytopathic effect rescue, plate reader; CPE inhibition, % at 9.99 µM; actives 1.7% (n = 350,000); AID 651640; in the data active = CPE inhibition above about 20%, passing the limit was not always enough; tested in BHK-21 cells;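 note: 0% = median of neutral control wells and 100% = median of positive control wells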
# SIRT5 inh = sirtuin-5 (human) deacylase inhibition; Q9NXA8; Purified SirT5, succinyl-peptide AMC, trypsin-coupled fluorescence; inhibition, % at 15 µM; actives 1.1% (n = 330,000); AID 652115; in the data active = inhibition above about 15%
# Target sequence (Q9NXA8 whole entry, looked up): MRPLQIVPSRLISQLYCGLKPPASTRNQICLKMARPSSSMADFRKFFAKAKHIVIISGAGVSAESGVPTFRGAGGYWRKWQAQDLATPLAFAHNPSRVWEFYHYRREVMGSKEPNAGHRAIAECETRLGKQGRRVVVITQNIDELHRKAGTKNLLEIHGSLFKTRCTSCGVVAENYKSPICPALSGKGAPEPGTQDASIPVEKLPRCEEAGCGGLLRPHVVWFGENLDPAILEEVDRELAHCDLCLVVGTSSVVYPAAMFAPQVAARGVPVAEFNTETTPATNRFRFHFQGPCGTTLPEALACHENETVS
# ARNT-TACC3 inh = disruptors of human ARNT/TACC3 interaction; Q9Y6A5; AID 623870; AlphaScreen His-ARNT PAS-B/GST-TACC3 binding, luminescence; TACC3 fragment carries E629A point mutation; inhibition, % at 9.99 µM; actives 0.66% (n = 390,000);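 active = mean inhibition of replicates at least 50% and at least half of replicates each reaching 50%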;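 note: 0% = complete ARNT plus TACC3 wells and 100% = ARNT alone without TACC3; many hits fall short of the cut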
# * = called active by the depositor; . = no result given.
smiles | LGR2 antag | EWS-Fli block | PAX8 inh HTS | Casp6 inh | DENV2 CPE rescue | SIRT5 inh | ARNT-TACC3 inh
O=C(C1CCOCC1)N1C[C@@H]2[C@H](c3ccccc31)[C@@H](CO)N2C(=O)c1ccccc1 | -16 | 2 | -16 | -4 | -2 | 6 | 3
O=C(CCC1CCCN(C(=O)c2ccoc2)C1)NCc1ccc(F)c(F)c1 (configuration not stated) | -30 | -7 | -12 | -2 | 4 | -6 | 0
O=C(Nc1ccc2ncccc2c1)c1ccccc1 | 10 | -2 | -25 | 1 | 12 | 1 | 5
C[C@H](CO)N1C[C@H](C)[C@@H](CN(C)S(=O)(=O)c2ccc(F)cc2)Oc2ccc(NS(=O)(=O)c3cccs3)cc2CC1=O | 9 | -8 | 12 | -4 | 2 | 2 | 1
CC1(C)CN=C(c2ccccc2)NC1 | 4 | 8 | -3 | -2 | 15 | . | 0
CC(C)NC(=O)N(C)C[C@H]1Oc2ccc(NS(=O)(=O)c3ccc(Cl)cc3)cc2C(=O)N([C@H](C)CO)C[C@H]1C | 18 | 4 | 6 | -1 | 3 | -4 | -1
CC(=O)[C@@]1(O)CC[C@H]2[C@@H]3CCC4=CC(=O)CC[C@]4(C)[C@H]3CC[C@@]21C | . | 3 | 0 | . | -3 | -2 | -1
CC1=C(C(=O)OCc2ccccc2)C(c2cccc3ccccc23)NC(=O)N1CCCC(=O)O (configuration not stated) | 10 | -2 | 16 | -3 | 2 | -2 | -5
Cc1ccc2c(c1)c1nc3ccccc3nc1n2C | -42 | -78 | -42 | 0 | -5 | -2 | -3
Cc1ccc(S(=O)(=O)N(C)C[C@H]2Oc3ccc(NC(=O)Nc4ccc5c(c4)OCO5)cc3CC(=O)N([C@@H](C)CO)C[C@H]2C)cc1 | 11 | 3 | 3 | 5 | -3 | 0 | 7
O=C(C1CCCC1)N1CC2(C1)[C@@H](c1ccccc1)[C@@H](CO)N2CCC(F)(F)F | -5 | 2 | . | 0 | 0 | -3 | .
C[C@@H]1CN([C@@H](C)CO)C(=O)c2cccc(N(C)C)c2O[C@@H]1CN(C)S(=O)(=O)c1cccs1 | 8 | -2 | 12 | 0 | -3 | . | .
O=C(CCNC(=O)c1ccccc1Cl)NCCc1ccc(C(F)(F)F)cc1 | 4 | -1 | -5 | -2 | 2 | -20 | 0
COc1ccc(Nc2ccccc2C(=O)O)cc1 | -1 | 2 | -13 | 3 | -1 | -4 | 2
CCCNC(=O)Nc1ccc2c(c1)C(=O)N(C)[C@H]1CC[C@H](CC(=O)NCCCN(C)C)O[C@H]1CO2 | -12 | -48 | -46 | 1 | -5 | 2 | -5
O=C(C[C@@H]1CC[C@H]2[C@@H](COC[C@H](O)CN2Cc2cccc(Cl)c2)O1)NCC1CCCCC1 | 2 | 3 | 9 | . | 9 | . | -11
O=C(Nc1ccc([N+](=O)[O-])cc1)C(=O)Nc1cccc(C(=O)O)c1 | 98* | 91* | 101* | 0 | 6 | -4 | 7
CN(C(=O)c1cccc(NC(=O)Cc2ccc(NC(=O)C3CCN(C(=O)C4CCC4)CC3)cc2)c1)C1CC1 | 7 | -1 | -5 | 1 | -4 | 23* | -4
Cc1ccc(C)c(SCC(=O)OCC(=O)c2ccco2)c1 | 6 | 10 | . | 54* | -2 | -1 | -10
CCC(=O)N1C[C@@H](C)[C@@H](OC)CN(C)C(=O)c2ccc(NC(=O)C3CC3)cc2OC[C@@H]1C | 11 | -1 | 11 | 4 | 6 | -3 | -6
Cc1ccc(NC(=S)NNC(=O)Nc2ccccc2)cc1 | -80 | -89 | -116 | 3 | -3 | -4 | -2
O=C(Nc1nc(-c2ccccn2)cs1)c1ccc(Cl)s1 | -9 | 3 | 38 | -4 | -7 | . | 59*
C[C@H](CO)N1C[C@H](C)[C@H](CN(C)C)OCCCC[C@H](C)Oc2ccc(NC(=O)Nc3ccc4c(c3)OCO4)cc2C1=O | 0 | -5 | -28 | 0 | -6 | -1 | 3
COc1cc(C(=O)NC(C)Cc2cccs2)cc(OC)c1OC (configuration not stated) | -5 | 2 | -1 | 3 | 6 | -2 | .
CC(=O)C(/C=N/c1cc(-c2ccc(C)cc2)nn1-c1ccccc1)=C(\C)O | . | -111 | -203 | 0 | 2 | 0 | -4
COc1ccccc1OCC(=O)N/N=C/c1cccc2cccnc12 | 25 | . | 3 | 3 | 10 | 1 | 78*
O=C(N/N=C/c1cc(Br)c(O)c(Br)c1)c1cccnc1 | 5 | -3 | 18 | -1 | -1 | 3 | 6
C[C@@H]1CN([C@H](C)CO)C(=O)c2cccc(NC(=O)c3ccncc3)c2O[C@H]1CN(C)CC1CCCCC1 | -13 | -5 | 0 | 2 | 11 | -5 | -8
NC(=S)NNC(=O)C12CC3CC(CC(C3)C1)C2 | 5 | -1 | -9 | 0 | -3 | -2 | -5
O=c1c2ccccc2c2ccccc2c(=O)n1-c1ccccc1 | 3 | 5 | 0 | 2 | 1 | 0 | -14
CCCCOCCCNC(=O)C1c2ccccc2Oc2ccccc21 | -9 | -2 | 17 | -1 | -2 | -1 | -5

# For convenience, part of the list above:
smiles | LGR2 antag | EWS-Fli block | PAX8 inh HTS | Casp6 inh | DENV2 CPE rescue | SIRT5 inh | ARNT-TACC3 inh
O=C(CCNC(=O)c1ccccc1Cl)NCCc1ccc(C(F)(F)F)cc1 | 4 | -1 | -5 | -2 | 2 | -20 | 0
COc1ccc(Nc2ccccc2C(=O)O)cc1 | -1 | 2 | -13 | 3 | -1 | -4 | 2
CCCNC(=O)Nc1ccc2c(c1)C(=O)N(C)[C@H]1CC[C@H](CC(=O)NCCCN(C)C)O[C@H]1CO2 | -12 | -48 | -46 | 1 | -5 | 2 | -5
O=C(C[C@@H]1CC[C@H]2[C@@H](COC[C@H](O)CN2Cc2cccc(Cl)c2)O1)NCC1CCCCC1 | 2 | 3 | 9 | . | 9 | . | -11
O=C(Nc1ccc([N+](=O)[O-])cc1)C(=O)Nc1cccc(C(=O)O)c1 | 98* | 91* | 101* | 0 | 6 | -4 | 7
CN(C(=O)c1cccc(NC(=O)Cc2ccc(NC(=O)C3CCN(C(=O)C4CCC4)CC3)cc2)c1)C1CC1 | 7 | -1 | -5 | 1 | -4 | 23* | -4
Cc1ccc(C)c(SCC(=O)OCC(=O)c2ccco2)c1 | 6 | 10 | . | 54* | -2 | -1 | -10
CCC(=O)N1C[C@@H](C)[C@@H](OC)CN(C)C(=O)c2ccc(NC(=O)C3CC3)cc2OC[C@@H]1C | 11 | -1 | 11 | 4 | 6 | -3 | -6
Cc1ccc(NC(=S)NNC(=O)Nc2ccccc2)cc1 | -80 | -89 | -116 | 3 | -3 | -4 | -2
O=C(Nc1nc(-c2ccccn2)cs1)c1ccc(Cl)s1 | -9 | 3 | 38 | -4 | -7 | . | 59*
C[C@H](CO)N1C[C@H](C)[C@H](CN(C)C)OCCCC[C@H](C)Oc2ccc(NC(=O)Nc3ccc4c(c3)OCO4)cc2C1=O | 0 | -5 | -28 | 0 | -6 | -1 | 3
COc1cc(C(=O)NC(C)Cc2cccs2)cc(OC)c1OC (configuration not stated) | -5 | 2 | -1 | 3 | 6 | -2 | .
CC(=O)C(/C=N/c1cc(-c2ccc(C)cc2)nn1-c1ccccc1)=C(\C)O | . | -111 | -203 | 0 | 2 | 0 | -4
COc1ccccc1OCC(=O)N/N=C/c1cccc2cccnc12 | 25 | . | 3 | 3 | 10 | 1 | 78*
O=C(N/N=C/c1cc(Br)c(O)c(Br)c1)c1cccnc1 | 5 | -3 | 18 | -1 | -1 | 3 | 6
C[C@@H]1CN([C@H](C)CO)C(=O)c2cccc(NC(=O)c3ccncc3)c2O[C@H]1CN(C)CC1CCCCC1 | -13 | -5 | 0 | 2 | 11 | -5 | -8

# High-throughput results (PubChem BioAssay)
